Compound activity as filed in PubChem BioAssay.
Mtb BioA inh – BioA (M. tuberculosis) enzyme inhibition | purified M. tuberculosis BioA enzyme, plate reader | inhibition, % at 9.99 µM | 360,000 tested, 0.096% active | AID 602481; in the data active = inhibition above about 40%; inconclusive = no clear call, values can overlap the other calls
FadD28 binding – blocks FadD28 binding to the bisubstrate probe | fluorescence polarization | inhibition, % at 12.5 µM | 360,000 tested, 0.22% active; in the data active = inhibition above about 8.5%, passing the limit was not always enough; inconclusive = no clear call, values can overlap the other calls
TcdB GH inh – blocks C. difficile toxin B glycohydrolase activity; inhibition, % at 9.99 µM; 350,000 tested, 0.24% active; TcdB glycohydrolase enzymatic assay, plate reader; in the data active = inhibition above about 10%
GDH-TPI inh – GDH-TPI coupled enzyme inhibition counter-screen; 360,000 tested, 1.2% active; AID 588335; GDH-TPI coupled enzyme counterscreen, NADH absorbance; inhibition, % at 4.8 µM; in the data active = inhibition above about 30%;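 note: 0% = DMSO wells and 100% = wells lacking the enzyme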
Mtb UGM inh – inhibitors of M. tuberculosis UDP-galactopyranose mutase; P9WIQ1; purified UGM, fluorescence polarization probe displacement; inhibition, % at 10 µM; 320,000 tested, 0.06% active; AID 504406; in the data active = inhibition above about 10%, passing the limit was not always enough; inconclusive = no clear call, values can overlap the other calls
Target sequence (P9WIQ1 whole entry, looked up): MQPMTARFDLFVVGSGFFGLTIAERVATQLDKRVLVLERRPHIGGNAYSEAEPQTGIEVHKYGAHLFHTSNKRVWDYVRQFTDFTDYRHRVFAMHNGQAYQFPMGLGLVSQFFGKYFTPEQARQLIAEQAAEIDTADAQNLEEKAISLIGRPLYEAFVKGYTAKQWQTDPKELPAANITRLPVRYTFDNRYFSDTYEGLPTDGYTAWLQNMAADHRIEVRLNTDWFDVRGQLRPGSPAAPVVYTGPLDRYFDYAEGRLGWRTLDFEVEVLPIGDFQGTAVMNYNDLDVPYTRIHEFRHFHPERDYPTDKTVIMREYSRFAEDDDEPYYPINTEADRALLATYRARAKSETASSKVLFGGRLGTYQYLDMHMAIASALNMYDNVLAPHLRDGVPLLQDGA
FBA Mtb inh – Mtb fructose-bisphosphate aldolase inhibition; inhibition, % at 1 µM; P9WQA3; purified M. tuberculosis FBA, fluorescence read-out; 360,000 tested, 2.3% active; in the data active = inhibition above about 27%;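 note: 0% = vehicle and 100% = reference inhibitor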
Target sequence (P9WQA3 whole entry, looked up): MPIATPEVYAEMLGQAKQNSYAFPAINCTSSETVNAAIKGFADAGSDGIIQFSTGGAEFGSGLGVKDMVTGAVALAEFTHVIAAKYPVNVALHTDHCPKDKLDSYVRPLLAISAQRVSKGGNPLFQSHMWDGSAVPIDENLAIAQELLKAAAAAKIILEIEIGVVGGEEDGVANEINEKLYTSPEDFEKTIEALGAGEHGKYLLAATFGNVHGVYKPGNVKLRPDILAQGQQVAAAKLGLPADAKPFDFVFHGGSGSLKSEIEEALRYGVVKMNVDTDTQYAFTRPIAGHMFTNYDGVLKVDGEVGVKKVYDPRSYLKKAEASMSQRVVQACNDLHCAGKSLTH
Y pestis TopoI – inhibitors of Yersinia pestis topoisomerase I. AID 504884. 360,000 tested, 0.064% active. activity, % at 10 µM. Y. pestis Topo-I cleavage product accumulation, plate reader; in the data active = activity above about 50%, passing the limit was not always enough; inconclusive = no clear call, values can overlap the other calls; note: inactives centre near 2
BH1578 lux ind – induces V. cholerae light production without autoinducers; V. cholerae BH1578 lux reporter, luminescence, 6 h; 350,000 tested, 0.16% active; activation, % at 18.7 µM; AID 588436; in the data active = activation mostly above about 9.7%, no sharp cut-off; inconclusive = no clear call, values can overlap the other calls; inactive = mostly below about 3.7%; note: not every result past the cut was called active; inactives centre near 0; reference of the scale not given here
PfHsp40 rescue – rescue of PfHsp40-mediated yeast toxicity. S. cerevisiae expressing PfHsp40, growth rescue, ATP luminescence. growth rescue, % at 12.5 µM. 340,000 tested, 0.68% active. AID 504582; in the data active = growth rescue above about 28%, passing the limit was not always enough; inconclusive = no clear call, values can overlap the other calls;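 note: yeast W303a lacking pdr1 and pdr3 grown in galactose medium; growth measured after three days at 30 °C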
An asterisk follows results filed as active; i = inactive; ? = inconclusive; · = not tested or not shown; & = joins results of further samples.

Structure	Mtb BioA inh	FadD28 binding	TcdB GH inh	GDH-TPI inh	Mtb UGM inh	FBA Mtb inh	Y pestis TopoI	BH1578 lux ind	PfHsp40 rescue
Cc1ccc(NC2CCCN(C(=O)c3ccoc3C)C2)cc1C (configuration not stated)	0.2	1.5	0.4	0	-0.7	2	8	-0.4	0.3
C=CCN1C(=S)N[C@@H]2CS(=O)(=O)C[C@@H]21	-0.6	-0.4	-0.6	-1	0.5	2	-1	1.2	·
CC(Oc1ccccc1)c1ccnn1S(=O)(=O)c1ccccc1 (configuration not stated)	-4.5	0.6	·	11	0.3	-1	-12	1.2	-1.1
O=c1[nH]c(SCc2nc3ccccc3n2Cc2ccccc2)nc2ccccc12	-1.5	-4.2	·	-11	0.0	-1	15	i	-0.3
CC(=O)Nc1nc2ccc(NC(=O)c3ccco3)cc2s1	-0.9	-3.5	·	7	2.9	-6	2	-0.5	0.8
Cc1cccc(C)c1NC(=O)CN(C)C(=O)CCC(=O)N1CCOCC1	-1.5	-1.9	0.4	-9	2.9	-2	-8	i	1.2
Cc1cccc(Oc2ccc(NS(=O)(=O)c3ccc(C)c(C(=O)O)c3)cc2)c1	-0.1	-6.8	1.2	-1	-0.5	-1	4	i	-1.0
O=C(OCc1ccccc1F)c1ccc2c(c1)OCCO2	1.3	-2.6	·	10	6.0	-1	15	i	2.6
CC(=O)N1CCc2c(sc(NC(=O)Cc3ccc(F)cc3)c2C(N)=O)C1	1.0	-2.2	0.5	16	-1.5	3	0	-0.4	-1.3
N#CC1=C(N)N2C(=C(C#N)C13CCCC3)Nc1ccccc12	1.0	-1.2	1.2	-3	-0.8	3	3	-0.4	-0.1
CCc1ccccc1NC(=S)N1CCCCCC1	-0.1	-4.0	1.1	-2	-1.3	-1	-7	-3.6	-0.1
CC1(C(=O)NS(=O)(=O)c2ccc(Cl)cc2)CCN1C(=O)CCc1ccccc1 (configuration not stated)	-1.2	-0.9	1.0	7	·	-2	3	-0.6	·
O=C(Nc1ccc(OC(F)(F)C(F)F)c(NC(=O)c2cccc(F)c2)c1)c1cccc(F)c1	·	-0.7	·	17	-1.3	4	-1	-0.3	0.5
O=C1c2ccccc2S(=O)(=O)N1CC(O)COc1ccc(Br)cc1 (configuration not stated)	0.5	-2.6	·	10	0.1	-3	-2	i	2.3
O=c1cc(O)nc2n1CCCS2	-0.3	0.4	·	4	-2.4	0	9	i	-1.2
O=[N+]([O-])c1ccc(NC(=S)N2CCN(S(=O)(=O)c3ccccc3)CC2)cc1	3.5	1.0	-1.1	2	-0.9	2	4	1.2	?
O=C(OC1CCN(c2ccc([N+](=O)[O-])cc2)CC1)c1ccccc1	-3.0	-2.2	·	13	-0.1	2	9	·	-2.3
CC(=O)NC(C(=O)NCC(N)=O)C(C)C (configuration not stated)	-2.7	-0.1	·	3	-2.1	3	-7	6.2	-0.3
O=C(NCCCn1ccnc1)c1cc(-c2ccc(Cl)cc2)nc2ccccc12	0.8	-4.9	·	-1	0.6	9	2	0.2	-0.8
C/C(=N\NS(=O)(=O)c1ccc(Br)cc1)c1cccs1	2.5	2.0	·	15	1.6	2	9	i	0.3
NC(=O)NOCc1ccc(Cl)cc1Cl	·	-0.9	-0.6	-1	0.4	-3	9	-0.5	-1.7
COc1ccc(C(=O)Nc2ccnn2C2CCN(C(=O)c3cnsn3)CC2)cc1	-0.4	1.0	0.4	3	-0.5	11	7	i	2.7
Cn1c(SCc2ccccc2)nnc1-c1ccc(O)cc1	7.6	0.6	-3.7	-6	3.2	0	11	-0.6	-0.8
O=c1[nH]c(CSc2nnc3ccccn23)nc2ccccc12	·	-1.1	·	2	0.9	4	-4	-0.6	-0.6
COc1ccc(C2C(C(=O)N3CCCCC3)c3ccccc3C(=O)N2C)cc1 (configuration not stated)	·	-0.5	·	0	2.5	0	17	i	1.2
CC(C)(C)C(=O)NC(=S)N1CCCC1	-0.5	-3.9	·	1	2.2	0	3	-0.3	-1.6
Cc1ccc(/C=C/C(=O)NCCc2cccc(Cl)c2)o1	-0.4	-3.5	1.2	11	4.9	1	8	-0.4	-1.4
Cc1nn(CC(=O)Nc2ccc3c(c2)OCO3)c(C)c1[N+](=O)[O-]	-0.4	-0.8	1.3	4	5.1	0	6	i	-0.9
COc1cc(NC(=O)C2CCN(S(=O)(=O)c3cccc4nonc34)CC2)cc(OC)c1	-2.7	-1.1	·	-7	-0.6	6	0	-0.4	2.7
Fc1ccc(CCNCc2cccc(Cl)c2)cc1	1.5	0.6	·	-3	1.7	2	4	i	-0.5
CCOC(=O)c1[nH]c2c(c1-c1ccc(OC)cc1)C(=O)CC(c1ccc(OC)c(OC)c1)C2 (configuration not stated)	20	-0.5	-1.5	1	1.6	1	6	-0.2	0.5
O=C(CCN1C(=O)/C(=C/c2ccccc2F)SC1=S)NCCCN1CCOCC1	-1.7	-4.5	-0.6	-4	0.3	-2	8	-1.6	-0.5
NS(=O)(=O)c1ccc(NC(=O)COC(=O)C2CCCCC2)cc1	·	-1.1	-0.3	4	1.6	-2	-1	0.1	-1.1
Cc1ccc([N+](=O)[O-])cc1S(=O)(=O)Nc1ccc(C(=O)N2CCN(C(=O)c3ccco3)CC2)cc1	0.5	0.6	0.8	0	-0.1	2	5	i	-0.3
O=C(NN=Cc1ccc2c(c1)OCO2)c1ccncc1	0.4	-4.0	-0.9	33*	·	0	-7	3.8	-0.8
CCN(C(=O)CSc1nnnn1C)c1c(N)n(Cc2ccccc2)c(=O)[nH]c1=O	3.7	-2.4	1.4	-6	-0.7	0	-12	-0.2	-0.2
Oc1[nH]c2ccccc2c1C=NCC1CCCO1 (configuration not stated)	-0.1	-0.5	·	35*	-3.9	-2	3	-0.2	-1.3
Cc1oc(-c2ccc(Cl)cc2)nc1CN1CCC(C(=O)NCCCN2CCCC(C)C2)CC1 (configuration not stated)	9.4	-0.9	-1.3	2	-0.7	2	5	i	0.4
COc1ccccc1C(=O)NCC(=O)N/N=C/c1cn[nH]c1-c1ccccc1	-0.8	-6.0	-1.8	-3	2.3	-2	3	i	-0.7
CN(CC(=O)NC1CCCCCC1)S(=O)(=O)c1ccc(F)cc1	-1.1	-0.8	0.5	9	1.2	-1	7	-1.6	-1.6
COc1cccc(NC(=O)N2CCC(C(N)=O)(N3CCCCC3)CC2)c1	-4.0	0.0	·	-3	-2.3	1	0	-0.2	-0.7
Cn1c(CC(=O)NNC(=O)c2ccc(Cl)nc2)nc2ccccc21	-0.5	-1.3	-0.3	-3	0.8	-4	3	i	0.5
COc1ccccc1-n1c(SCC(=O)N(C)C2CCS(=O)(=O)C2)nc2ccccc2c1=O (configuration not stated)	?	-1.5	·	-3	-5.1	1	-4	-0.5	0.6
COc1ccc(C2Nc3ccccc3C(=O)N2c2ccc(C)cc2)cc1Cn1nnc2ccccc21 (configuration not stated)	0.3	-2.2	-1.1	13	0.7	14	2	-0.4	0.0
O=C(Nc1ccc(C(=O)N2CCOCC2)cc1)c1ccc([N+](=O)[O-])cc1	0.7	·	-0.6	-8	2.2	-1	6	-0.2	-0.8
CCOC(=O)c1cnc(-n2nc(C)cc2C)[nH]c1=O	0.5	-1.6	2.0	8	1.6	0	8	i	-2.4
C=CC(C)N1C(=O)S/C(=C\c2ccc(N3CCOCC3)cc2C)C1=O (configuration not stated)	·	-0.6	0.7	9	-1.4	3	-1	i	-0.1
CSc1ccc(CNC(=O)Cn2nc(C)c3c(C)n(-c4ccc(C)cc4)nc3c2=O)cc1	-2.2	-1.8	-0.1	4	-0.8	2	3	-0.3	-1.5
COCCNCC(=O)Nc1ccccc1Sc1ccccc1	·	-2.6	1.2	-5	0.2	0	7	-2.7	-1.0
COc1cccc(-c2cnc(C(O)c3cc(Cl)cc(Cl)c3)[nH]2)c1 (configuration not stated)	2.8	-7.7	0.8	-1	·	0	-11	i	·
CCOC(=O)C1CCCN(CC(=O)Nc2nccs2)C1 (configuration not stated)	-1.3	-4.3	0.4	-2	4.2	-3	2	i	-0.1
O=C(NCCc1ccc(Cl)cc1)c1cnccn1	0.9	-0.1	1.0	-1	-1.2	1	3	i	1.1
C[C@H]1CN([C@@H](C)CO)S(=O)(=O)c2ccc(Br)cc2O[C@H]1CN(C)C(=O)Cc1ccncc1	23&-1.7	-0.1	-0.4&-0.4	·	·	2	·	·	·
CCCCNC(=O)C(=O)N/N=C/c1ccc(OCc2ccccc2)cc1	·	-4.0	-1.5	3	2.1	2	10	0.6	-1.1
Cc1cccc(NC(=O)CN(C)C(C)C(=O)Nc2ccc(S(=O)(=O)N3CCCC3)cc2)c1C (configuration not stated)	2.4	-2.1	1.3	-1	·	-1	15	-6.2	0.5
O=C(O)C1=C[C@H](c2ccccc2)C[C@H](OCc2ccc(CO)cc2)O1	-8.7	-1.1	1.3	8	1.2	0	-10	0.4	-2.0
CC(=O)/C(=N/Nc1ccc(C)cc1)Sc1nnc(CCc2ccccc2)n1-c1ccccc1	·	0.0	1.9	8	-1.2	-1	30	-0.3	2.1

Taken from above:
FadD28 binding result of `C[C@H]1CN([C@@H](C)CO)S(=O)(=O)c2ccc(Br)cc2O[C@H]1CN(C)C(=O)Cc1ccncc1` stands at -0.1
Y pestis TopoI result of `COCCNCC(=O)Nc1ccccc1Sc1ccccc1` stands at 7

Random excerpt: four compounds from above.
Structure	Mtb BioA inh	FadD28 binding	TcdB GH inh	GDH-TPI inh	Mtb UGM inh	FBA Mtb inh	Y pestis TopoI	BH1578 lux ind	PfHsp40 rescue
CCOC(=O)C1CCCN(CC(=O)Nc2nccs2)C1 (configuration not stated)	-1.3	-4.3	0.4	-2	4.2	-3	2	i	-0.1
CC(=O)/C(=N/Nc1ccc(C)cc1)Sc1nnc(CCc2ccccc2)n1-c1ccccc1	·	0.0	1.9	8	-1.2	-1	30	-0.3	2.1
COc1cccc(-c2cnc(C(O)c3cc(Cl)cc(Cl)c3)[nH]2)c1 (configuration not stated)	2.8	-7.7	0.8	-1	·	0	-11	i	·
Cc1cccc(NC(=O)CN(C)C(C)C(=O)Nc2ccc(S(=O)(=O)N3CCCC3)cc2)c1C (configuration not stated)	2.4	-2.1	1.3	-1	·	-1	15	-6.2	0.5
